Screening results: PubChem BioAssay, several laboratories
aSyn UTR inh: 5' untranslated region of α-synuclein, MLPCN primary screen; alpha-synuclein 5'UTR reporter, inhibitor activity; inhibition, % (tested at 7.5 µM); 0.82% of 300,000 active; in the data active = inhibition above about 60%; inconclusive = no clear call, values can overlap the other calls;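 also: H4 neuroglioblastoma cells stably carrying SNCA 5'UTR luciferase fusion; 0% = DMSO wells and 100% = positive control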
HSF-1 act: increases HSF-1 driven luciferase reporter signal | NIH3T3-HGL HSF-1 luciferase reporter, MG132, 8 h; 100% = twice DMSO control signal | activation, % at 9 µM | 1.7% of 300,000 active | AID 504408;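 active = mean replicate activation of at least 50% with a set share of replicates each reaching 50%; inconclusive = only one of those two conditions met; inactive = mean below 50% and too few replicates reaching it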;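 also: 0% = median of the neutral control wells and 100% = twice that signal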
HSP90 refold inh: blocks HSP90-mediated luciferase refolding in reticulocyte lysate; 0.91% of 290,000 active; inhibition, % at 5.6 µM; Rabbit reticulocyte lysate, luciferase refolding luminescence, 3 h;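 active = inhibition above the screen-wide mean plus 3 SD, computed separately per campaign, cut at about 16% in these data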;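 also: 0% = DMSO wells and 100% = 60 µM geldanamycin wells; inhibitors lower the luminescence because luciferase stays unfolded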
KLF5 inh: suppresses KLF5 promoter-driven expression; AID 1700; 0.23% of 290,000 active; inhibition, % at 5 µM; DLD-1 KLF5 promoter-luciferase reporter, luminescence;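 active = inhibition above a per-plate limit of that plate's mean compound inhibition plus 3 SD, cut at about 60% in these data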;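 also: 0% = DMSO wells and 100% = LY294002 at 200 µM; higher means less KLF5 promoter-driven luciferase light; inactives centre near -14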
GSK3beta inhib: inhibitors of human GSK3beta kinase; GST-GSK3beta kinase, ADP-Glo luminescence, 60 min; stronger effect = lower value; activity score (negative = inhibition), % at 10 µM; 0.038% of 300,000 active; AID 2097;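 active = more than half of replicate wells score below -50%, meaning over 50% inhibition versus plate controls; inconclusive = some replicates but at most half score below -50%; inactive = no replicate scores below -50%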;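 also: 0% = median DMSO wells and -100% = median GW8510 positive control wells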
Target sequence (P49841 whole entry, looked up): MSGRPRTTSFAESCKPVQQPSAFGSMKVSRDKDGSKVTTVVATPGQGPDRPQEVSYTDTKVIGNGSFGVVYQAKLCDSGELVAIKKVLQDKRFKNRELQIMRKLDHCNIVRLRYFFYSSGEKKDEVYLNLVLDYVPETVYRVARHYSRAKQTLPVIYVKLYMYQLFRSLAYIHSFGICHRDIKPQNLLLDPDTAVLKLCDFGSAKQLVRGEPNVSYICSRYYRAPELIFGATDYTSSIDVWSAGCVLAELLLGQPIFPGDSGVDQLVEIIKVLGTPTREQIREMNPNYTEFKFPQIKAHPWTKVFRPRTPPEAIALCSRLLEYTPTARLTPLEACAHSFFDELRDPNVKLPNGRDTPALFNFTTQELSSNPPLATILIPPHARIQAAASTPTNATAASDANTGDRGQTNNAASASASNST
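Assay system: GST-fused GSK3beta enzyme, cell-free / Medium: Tris pH 7.5 buffer with MgCl2, DTT, BSA, heparin / Also added: peptide substrate plus 25 µM ATP (final) / Compound: 10 µM single point / Timing: kinase reaction with compound 60 min at room temperature / Detection: ADP-Glo luminescence / Benchmarks: DMSO neutral wells and GW8510 at 20 µM as positive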
IEC-6 tox: IEC-6 cytotoxicity, counter-screen for KLF5 inhibitors. luminescence viability. 0.78% of 290,000 active. inhibition, % at 5 µM; in the data active = inhibition above about 22%;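 also: 0% = plate median of test compound wells and 100% = cytotoxic reference compound wells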
HSF1 inh: HSF1 inhibition. activity change, negative = inhibition, % at 7.5 µM (by protocol). 0.77% of 300,000 active. NIH3T3-HGL HSE-luciferase, MG132-induced, luminescence 8 h; stronger effect = lower value;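 active = more than half of replicate wells show activity change below -50%, luminescence cut by over half; inconclusive = some wells, but at most half, below -50%; inactive = no replicate well below -50%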;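 also: luciferase reports HSF-1 transcriptional activity via heat shock element; 0% = median of DMSO wells and -100% = zero luminescence signal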
PolyA inhibitor: yeast polyadenylation inhibition; 0.02% of 300,000 active; calls only at 12 µM; S. cerevisiae SKY197-pL101 polyadenylation reporter, beta-gal luminescence; efflux-impaired pdr1/pdr3 knockout yeast; score 100 = 6 SD above DMSO;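 active = lowest replicate activity score at least 50, where 100 means six control SD above control mean; inconclusive = lowest score under 50 but half or more replicates reach 50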;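 also: yeast exposed to compound for 9 h at 30 °C; higher score means more reporter readthrough which indicates perturbed polyadenylation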
AI-2 QS modul: Vibrio harveyi AI-2 quorum sensing modulation; 0.4% of 300,000 active; AID 2094; activity change, % at 7.5 µM; Vibrio harveyi JMH597 AI-2 luminescence/OD600 ratio, 9 h; stronger effect = lower value; strain lacks LuxN and CqsS sensors; 0 = neutral-control median; in the data active = activity change below about -75%, passing the limit was not always enough; inconclusive = no clear call, values can overlap the other calls;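 also: luminescence divided by OD600 gain over 9 h not by final OD600 alone; inactives centre near 13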
GSK3A inh: blocks human GSK-3 alpha kinase; P49840; ADP-Glo luminescence, 60 min; inhibition, % at 10 µM; 0.1% of 320,000 active; AID 2650;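 in the data active = inhibition above about 50%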;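 also: GST-tagged GSK-3 alpha with peptide substrate and 25 µM ATP; 0% = DMSO neutral wells and 100% = GW8510 positive control wells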
Target sequence (P49840 whole entry, looked up): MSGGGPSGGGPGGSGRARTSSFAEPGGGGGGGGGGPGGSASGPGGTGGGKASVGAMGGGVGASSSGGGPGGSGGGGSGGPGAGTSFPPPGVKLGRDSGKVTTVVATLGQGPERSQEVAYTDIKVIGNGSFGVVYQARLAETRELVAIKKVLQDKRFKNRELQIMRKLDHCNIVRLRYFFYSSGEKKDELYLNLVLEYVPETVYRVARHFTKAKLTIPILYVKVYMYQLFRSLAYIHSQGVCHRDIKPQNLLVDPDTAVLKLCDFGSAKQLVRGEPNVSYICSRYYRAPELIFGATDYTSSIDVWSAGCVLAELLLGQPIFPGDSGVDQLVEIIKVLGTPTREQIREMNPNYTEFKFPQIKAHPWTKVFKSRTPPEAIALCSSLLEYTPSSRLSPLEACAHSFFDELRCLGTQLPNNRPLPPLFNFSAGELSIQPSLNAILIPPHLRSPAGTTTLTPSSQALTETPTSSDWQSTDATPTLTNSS
An asterisk follows results filed as active; i = inactive; u = inconclusive; x = not tested or not shown.

mol	HSF-1 act	GSK3beta inhib	AI-2 QS modul	PolyA inhibitor	KLF5 inh	IEC-6 tox	aSyn UTR inh	HSF1 inh	GSK3A inh	HSP90 refold inh
Cc1ccccc1C(=O)c1cccn1CC(=O)NCCCN1CCc2ccccc2C1	14	1	-14	x	-9	-4	-11	2	0	0
COC(=O)c1ccc2c(c1)SC1=C(CCCC1=O)N2	-6	2	6	i	-55	-5	-46	-5	-4	2
CC1(C)Cc2c(oc3ncn4ncnc4c23)CO1	-16	-1	29	i	-20	0	-3	-3	20	1
Cc1cnc(C(=O)OCC(=O)NCCc2ccccc2)cn1	-4	-2	20	i	-20	-2	-10	-8	-2	2
CCCC(=O)Nc1ccccc1N1CCN(C(=O)c2ccccc2)CC1	-10	-2	12	i	-23	1	-13	-3	-1	2
CCOC(=O)c1c(NC(=O)Nc2ccc(F)cc2)sc2c1CCN(C)C2	9	2	14	i	-14	1	-7	-3	1	2
On1c(-c2ccc(Cl)cc2Cl)nc2ncccc21	-5	1	33	i	-9	0	-27	-7	1	1
CC1(NC(=O)C23CC4CC(CC(C4)C2)C3)CCS(=O)(=O)C1 (stereo unspecified)	-1	-1	17	i	-6	-4	14	-2	-1	0
CC(C)CNS(=O)(=O)c1ccc(CCC(=O)N2CCOCC2)cc1	-80	x	x	i	-34	2	-6	-73*	0	2
O=C(NCCN1CCOCC1)C(Sc1ccccc1)c1ccccc1 (stereo unspecified)	-8	4	10	i	3	5	13	-3	-2	1
CC(=O)Nc1ccc(NS(=O)(=O)c2cccc3ccccc23)cc1	x	2	11	i	-20	-3	x	x	1	0
O=C1CCc2cc(S(=O)(=O)N3CCN(c4cccc(Cl)c4)CC3)ccc2N1	19	0	18	i	-36	0	-5	10	2	1
CC(OC(=O)CCc1nc2ccccc2c(=O)[nH]1)C(=O)c1ccc(C(C)(C)C)cc1 (stereo unspecified)	21	3	24	i	1	-6	10	2	-1	4
CCOC(=O)c1nn(-c2ccccc2)c2nnc(Cc3ccc(Cl)cc3)c(=O)n12	13	-5	15	i	-13	-1	-6	-8	1	1
Cc1nnc(NC(=O)CSc2nc3[nH]ncc3c(=O)[nH]2)s1	-8	-4	0	i	0	-2	-20	-7	0	2
O=C(COC(=O)c1ccc(S(=O)(=O)N2CCCC2)cc1)NCc1cccs1	-15	2	13	i	13	-1	19	-7	-3	2
CCn1nnnc1SCC(=O)Nc1ccc(N(C)C)cc1	-1	2	8	i	-54	1	-33	2	-2	-3
O=[N+]([O-])c1ccc(S(=O)(=O)Nc2ccncc2)cc1	-6	0	21	i	-53	-5	27	5	0	-7
O=C(N/N=C\c1ccco1)c1cncc(Br)c1	4	3	12	i	13	8	-4	1	x	-3
O=C1CC(c2ccco2)Cc2nc(N3CCc4ccccc4C3)ncc21 (stereo unspecified)	-5	-4	-3	i	-10	-5	-14	3	3	1
CC1(C)CC(=O)C2=C(C1)NC(SCC(N)=O)=C(C#N)C21CCCCC1	-13	3	-11	i	1	3	-24	6	0	1
CCOC(=O)Cc1ncccc1C(=O)Nc1ccc(Oc2ccccc2)cc1	20	5	0	i	-11	-3	17	13	-1	4
CC(C)(C)C1CCC(N2CCN(c3ccccc3)CC2)CC1 (stereo unspecified)	-9	4	7	i	-24	-1	-22	-1	0	-3
Cc1ccc(NS(=O)(=O)c2cc3c4c(c2)CC(=O)N4CCC3)cc1C	21	-23	11	i	-19	-4	10	9	0	5
O=C(N/N=C/c1cccs1)c1ccc(-n2cccc2)cc1	x	1	2	i	-30	-2	-3	x	-3	0
COc1ccc(CN(C)C(=O)c2ccc3ccccc3n2)cc1F	10	-1	7	i	-2	2	26	1	-1	2
CCC(C)NC(=O)[C@@H]1CCCN1C(=O)C1CCN(S(=O)(=O)c2ccc(C)cc2)CC1 (stereo partly specified)	5	3	43	i	-35	-5	-19	4	0	-1
O=C(NC1CCCN(Cc2ccccc2F)C1)C1CCC1 (stereo unspecified)	-2	1	17	i	-29	-8	7	-5	-4	0
CCCn1c(=O)c2ccccc2n2c(SCCOc3ccccc3F)nnc12	18	1	12	i	21	1	-7	-3	0	0
COc1ccc2cc3c(N)nn(C(=O)Cc4c[nH]c5ccccc45)c3nc2c1	-65	-1	37	i	20	10	49	-54*	3	-4
O=C(O)COc1ccccc1/C=N/n1c(C2CCCCC2)n[nH]c1=S	-10	-2	15	i	-12	-3	1	-4	-4	-1
COC(=O)c1sccc1NC(=S)N1CC(C)CC(C)C1 (stereo unspecified)	-19	-5	-1	i	0	-3	9	-1	x	-1
CN1CCC(NC(=O)NC2CCCCC2)CC1	3	3	16	i	7	-7	15	0	-4	-4
CCCC(=O)Nc1cc(OC)c(OC)cc1C(=O)O	23	3	6	i	-21	0	-23	-2	-3	1
N=C1C(c2nc3ccccc3s2)=C(O)CN1NC(=O)c1ccco1	-8	2	34	i	1	2	1	7	-2	1
Cc1cc(/C=C2\NC(=O)NC2=O)c(C)n1-c1cccnc1	-7	-5	16	i	1	-2	-6	-3	5	-4
CN(C)C(=O)CSCc1c(Cl)cccc1Cl	-4	1	5	i	-32	1	-17	-7	x	4
CC(=O)N(\C=C/C=C/C=C1\Sc2ccccc2C1=O)c1ccccc1	11	-25	10	i	8	1	-7	7	1	-2
Cn1c(=O)c(=O)n(C)c2cc(S(=O)(=O)CCC(=O)NCc3ccccc3)ccc21	-17	-2	76	i	8	-6	17	-7	-1	0
CCn1c(SCC(=O)Nc2cc(C)on2)nc2c([nH]c3ccccc32)c1=O	15	2	-4	i	-4	10	28	4	1	4
Cc1ccc(-n2c(CSc3nc(C)cc(C)n3)nnc2SCC(=O)Nc2nccs2)cc1	15	7	-5	i	-25	4	-6	-2	0	1
Cc1ccc(-c2nn(CC(=O)O)c(=O)c3ccccc23)cc1	2	2	22	i	-22	3	22	-7	-5	3
CCOC(=O)Cc1c(C)nc2c(-c3cccc(Br)c3)cnn2c1C	32	3	38	i	-7	0	-15	5	-4	-1
COC(=O)c1cc(=O)n2c(-c3ccccc3)csc2n1	-8	2	12	i	-31	-4	-3	-9	1	-2
CN1C(C(=O)NCc2cccc(C(F)(F)F)c2)CC2Cn3c(nc4cc5ccccc5cc43)C21 (stereo unspecified)	-4	24	6	i	x	x	16	-5	3	x
CCC(=O)N1CCc2cc(S(=O)(=O)CCC(=O)Nc3ccc(OC)c(OC)c3)ccc21	0	-2	11	i	-2	-11	23	1	-3	2
Cc1cccc(OCCCC(=O)Nc2nccs2)c1C	x	4	0	i	-12	7	7	x	3	8
Cc1cccc(NC(=O)c2c(O)c3ccccc3n(C)c2=O)c1	17	-1	5	i	-65	0	-141	23	2	-7
COc1cc(CNCCNCC(C)O)ccc1OCc1ccc(Cl)nc1 (stereo unspecified)	43	1	0	i	6	0	-3	22	1	6
COc1ccc(CC(=O)Nc2cc3oc4ccccc4c3cc2OC)cc1	u	3	33	i	2	2	-162	24	-2	1

More entries
mol	HSF-1 act	GSK3beta inhib	AI-2 QS modul	PolyA inhibitor	KLF5 inh	IEC-6 tox	aSyn UTR inh	HSF1 inh	GSK3A inh	HSP90 refold inh
CCOC(=O)C(=O)Nc1ccc(OC)c(Cl)c1	-2	1	9	i	11	0	-25	3	-3	-1
COc1ccc(OC)c(NC(=O)COc2ccc(S(=O)(=O)N3CCCC3)cc2)c1	-4	-2	-22	i	9	-6	9	-2	-2	-2
Cc1cnc(C(=O)OCC(=O)Nc2cc(-c3ccccc3)nn2-c2ccccc2)cn1	-8	1	15	i	x	x	-3	-1	0	x
COc1ccc(C2=NN(C(=O)CN3CCCCC3)C(c3ccc(OC)cc3)C2)cc1 (stereo unspecified)	17	4	25	i	-13	3	-18	7	0	4
COc1ccc(C)cc1S(=O)(=O)N(CC(=O)Nc1cccc([N+](=O)[O-])c1)c1ccccc1	13	3	36	x	-8	-8	26	-1	-4	3
Cc1cccc(N(CC(N)=O)C2SC(=O)N(c3ccccc3)C2=O)c1 (stereo unspecified)	17	-2	21	i	-5	6	9	3	0	7
CCC(=O)Nc1ccc(Cl)c(NC(=O)c2cccnc2)c1	16	2	5	i	-27	-4	-6	-5	2	-3
CCC(=O)c1ccc(OCC(=O)O)c(OC)c1	-12	-1	-2	i	-20	-3	-4	-8	-2	2
Cc1ccccc1NC(=O)c1cccc(OCc2c(C)noc2C)c1	12	3	4	i	-5	14	1	0	-1	2
COc1ccc(-n2nc(C(=O)NCC(=O)N(C)Cc3ccccc3)c3ccccc3c2=O)cc1OC	2	-1	19	i	-20	5	9	-3	-1	3
Cc1ccc(-n2c(SCC(=O)Nc3ccc4c5c(cccc35)CC4)nc(O)c(C)c2=O)cc1	-6	4	29	i	11	8	17	1	-5	-7
CC(C)c1ccc(OC(=O)NCCO)cc1	5	-2	17	i	-13	5	-20	5	-3	-2
COC(CNC(=O)c1ccc(CS(=O)(=O)c2ccccc2)o1)OC	-11	0	17	i	-13	-6	8	4	-3	-3
Cc1nc(NC(=O)c2cncc(Br)c2)ccc1Br	-8	5	19	i	-99	-6	-109	6	-3	6
COc1cc(NC(=O)NC(C)(C(F)(F)F)C(F)(F)F)cc(OC)c1OC	8	-2	25	i	-3	-2	19	-11	1	-1
C=CCN1CCN(C(=O)c2cc3c(s2)CCC(CC)C3)CC1 (stereo unspecified)	6	-1	6	i	-25	4	-46	2	-3	-1
Cc1cc(C(=O)NC2CCCCC2)c2cc(F)ccc2n1	-7	-3	20	i	-14	1	-15	-7	-5	-2
Cc1ccc(NC(=O)CC2=NC(=O)C(CC(=O)Nc3ccccc3C)S2)cc1 (stereo unspecified)	-8	0	6	i	3	7	-60	4	0	4
CCOC1OC(=O)C(Cl)=C1Nc1ccccc1C (stereo unspecified)	-22	1	24	i	-16	0	5	-4	0	2
COc1ccc(C2C3=C(NCCN=C3c3ccccc3)C(=O)N2c2ccccc2)c(OC)c1 (stereo unspecified)	-2	2	22	i	-11	-2	-23	-9	-2	-4
Cc1ccccc1-n1c(=O)c2ccccc2n2nnnc12	-25	1	0	i	-30	-2	12	-5	0	-1
NNC(=O)c1cc(C23CC4CC(CC(C4)C2)C3)nc2ccccc12	-6	1	18	i	-8	-2	12	-6	0	-4
O=C(CCCN1C(=O)c2ccccc2C1=O)NCCCN1CCOCC1	-3	2	26	i	-28	-8	-36	-15	-2	-2
COc1ccc(NC(=S)Nc2ccc(Oc3ccccc3)cc2)cc1	-68	-21	13	i	-44	-5	36	-65*	2	1

Not all compounds are listed; count on the stated rates, not on these rows.
